Screening results from PubChem BioAssay.
KB-V1 MDR tox = qHTS assay for MDR1-selective chemotherapeutics: Primary screen using the drug-selected MDR subline cells KB-V1. KB-V1 MDR cells viability, CellTiter-Glo, 72 h. Potency, µM (series often up to 46.1 µM), inactives show at the highest dose activity change, negative = cytotoxicity, usual class: cytotoxic. hit rate 3.4% among 400,000; further: on the % scale 0 is the no-effect control and ±100 the full control effect; nearly all actives have a fitted effect of over 60% in size
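Cytotoxicity via CellTiter-Glo luminescence after 72 h compound exposure at 37 degrees C. Cells: drug-selected KB-V1 line, DMEM phenol-red free plus 10% FBS. Compounds tested at multiple concentrations; normalized data fitted to concentration-effect curves.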
HEK293 tox = qHTS of GLP-1 Receptor Inverse Agonists: Cytotox Screen; HEK293 cAMP-luciferase reporter cells, luminescence, 24 h; Potency, µM (titrated, usually from 38.3 µM), for inactives: at the highest dose activity change, negative = inhibition, hits mostly inhibitors; hit rate 0.13% among 410,000; AID 624418, 2012;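 further: loss of luciferase light is scored as toxicity; on the % scale 0 is the no-effect control and ±100 the full control effect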
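To flag toxic compounds, the library was rerun on cells for 24 hr at 37 deg C and 5% CO2. Viability-linked luminescence was captured 12 min after adding luciferase detection reagent.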
KB-3-1 cytotox = qHTS assay for MDR1-selective chemotherapeutics: Primary screen using the parental adenocarcinoma cell KB-3-1; Potency, µM (top dose mostly 46.1 µM), without a hit: top-dose activity change, negative = cytotoxic, usual class: cytotoxic; hit rate 1.4% among 400,000; KB-3-1 viability, CellTiter-Glo ATP luminescence, 72 h; further: on the % scale 0 is the no-effect control and ±100 the full control effect; nearly all actives have a fitted effect of over 60% in size
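Screening of KB-3-1 cells (DMEM, 10% FBS, phenol-red free) ran from lowest to highest compound concentration; after 72 h at 37 °C viability was read luminescently and curves fitted.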
HT1080-NT tox = qHTS for induction of synthetic lethality in tumor cells producing 2HG: qHTS for the HT-1080-NT fibrosarcoma cell line; HT-1080-NT fibrosarcoma viability, CellTiter-Glo ATP luminescence, 48 h; Potency, µM (series often up to 46.1 µM), for the others: at the top dose activity, negative = less viability, most hits filed as cytotoxic; hit rate 1.6% among 360,000;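 further: NT is the 2HG producing partner of a matched IDH1 knockdown line; 0% = DMSO-treated cells and -100% = media-only wells without cells; nearly all actives have a fitted effect of over 55% in size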
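Viability by CellTiter-Glo luminescence after 48 h compound exposure at 37C of HT-1080-NT cells (750/well, RPMI, 5% FBS). % activity scaled between DMSO wells and medium-only wells, then curve-fitted and categorized by curve class.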
HT1080 IDH1KD tx = qHTS for induction of synthetic lethality in tumor cells producing 2HG: qHTS for the HT-1080-IDH1KD cell line | HT-1080 IDH1 knockdown viability, ATP luminescence, 48 h | Potency, µM (series often up to 46.1 µM), for inactives: top-dose activity, negative = toxicity, actives largely listed as cytotoxic | hit rate 2% among 360,000;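 further: 0% = DMSO wells and -100% = cell-free medium wells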
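IDH1KD HT-1080 cells, 750/well, RPMI + 5% FBS; compound pinned after 2 h settling; 48 h, 37 °C; CellTiter-Glo luminescence; % activity normalised to DMSO and no-cell wells; curves fitted, classed by r2 and efficacy.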
GLP-1R agonist = qHTS of GLP-1 Receptor Agonists | Glucagon-like peptide 1 receptor (Homo sapiens), P43220 | hit rate 0.007% among 380,000 | HEK293 GLP-1R CRE-luciferase, luminescence, 4-6 h; cells express a hypersensitive GLP-1R form | Potency, µM (top dose mostly 45.6 µM), without a hit: at the highest dose activation, actives largely listed as activators; further: % of control where 0% means no effect
Target sequence (P43220 whole entry, looked up): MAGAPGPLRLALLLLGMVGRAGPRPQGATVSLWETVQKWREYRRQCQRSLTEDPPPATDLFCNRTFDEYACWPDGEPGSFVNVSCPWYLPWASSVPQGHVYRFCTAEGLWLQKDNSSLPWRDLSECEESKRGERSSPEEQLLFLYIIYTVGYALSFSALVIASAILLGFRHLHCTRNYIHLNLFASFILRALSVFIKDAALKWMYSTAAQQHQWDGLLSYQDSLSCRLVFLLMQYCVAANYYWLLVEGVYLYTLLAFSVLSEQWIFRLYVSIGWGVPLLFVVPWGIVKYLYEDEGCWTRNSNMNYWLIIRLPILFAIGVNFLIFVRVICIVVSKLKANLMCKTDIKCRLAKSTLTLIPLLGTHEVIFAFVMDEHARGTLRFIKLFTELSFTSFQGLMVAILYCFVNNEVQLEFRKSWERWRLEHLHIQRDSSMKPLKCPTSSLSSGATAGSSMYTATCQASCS
TDP43 rescue = qHTS of TDP-43 Inhibitors; TDP-43 expressing yeast growth rescue, BacTiter-Glo, 24 h; Potency, µM (series often up to 46.1 µM), inactives show at the highest dose growth rescue (activation), hits mostly activators; hit rate 1.8% among 410,000; AID 652104, 2013; further: % of control where 0% means no effect; nearly all actives have a fitted effect of over 50% in size
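Growth rescue of TDP-43-toxic yeast measured as ATP luminescence (BacTiter-Glo). Cells grown to mid-log in raffinose, induced in galactose at OD600=0.02, exposed to compound 24 hr at 30 deg C.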
GLP1R inv ag = qHTS of GLP-1 Receptor Inverse Agonists (Inhibition Mode); HEK293 GLP-1R CRE-luciferase, luminescence, 24 h; GLP-1R form is constitutively active; Potency, µM (top dose mostly 38.3 µM), for inactives: at the top dose activity change, negative = inhibition, most hits filed as inhibitors; hit rate 1.6% among 410,000; further: on the % scale 0 is the no-effect control and ±100 the full control effect; nearly all actives have a fitted effect of over 55% in size
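HEK293 cells stably co-expressing a cAMP-responsive luciferase reporter and constitutively active GLP-1R were seeded, incubated 12 h, then exposed to compounds for 24 h at 37 C. Luminescence was read 12 min after detection reagent; inverse agonists lower signal.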
SW480 rereplic = A quantitative high throughput screen for small molecules that induce DNA re-replication in SW480 colon adenocarcinoma cells; hit rate 1.8% among 340,000; AID 624297, 2012; SW480 DNA re-replication, Hoechst DNA content imaging, 48 h; Potency, µM (top dose mostly 46.1 µM), for the others: top-dose re-replication activation, actives largely listed as activators; further: % of control where 0% means no effect; nearly all actives have a fitted effect of over 55% in size
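Image-based read-out: total Hoechst fluorescence of nuclei (405 nm excitation, 500-530 nm emission), with hits raising the fraction of high-intensity nuclei. SW480 colon cells incubated 48 hr with compounds at 37 C.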
The depositor's hits bear a star; ? = inconclusive; nt = no result given; & = joins results of further samples; [ ] = remark or other dose. The call rests on the fitted dose curve; in most records, active means well fitted curve in the direction sought with a large enough effect; inconclusive means small, poorly fitted or top-dose-only effect, or another doubt; inactive means no such curve, though single readings can be large; an effect the other way counts as inactive or inconclusive. Potency means the concentration at half of the fitted maximal effect.

The opening three compounds, ahead of the listing:
SMILES	KB-V1 MDR tox	HEK293 tox	KB-3-1 cytotox	HT1080-NT tox	HT1080 IDH1KD tx	GLP-1R agonist	TDP43 rescue	GLP1R inv ag	SW480 rereplic
C[C@H]1COC(=O)[C@@H](CC(=O)OC(C)(C)C)C/C=C\C[C@H](CC(=O)NCCO)C(=O)N1	?	-18%	9%	19%	7%	-4%	5%	11%	-9%
Cc1cc2nnc(SCC(=O)N3CCCCC3)n2c(N)n1	18%	-14%	-2%	7%	3%	-1%	7%	8%	-4%
CC(Oc1ccc(Br)cc1)c1nc2c3ccccc3nc(=S)n2[nH]1 (stereo not given)	?	-8%[0.307 µM]	?	?	-12%	2%	-9%	-1%[0.307 µM]	17%

Results, from the first entry:
SMILES	KB-V1 MDR tox	HEK293 tox	KB-3-1 cytotox	HT1080-NT tox	HT1080 IDH1KD tx	GLP-1R agonist	TDP43 rescue	GLP1R inv ag	SW480 rereplic
C[C@H]1COC(=O)[C@@H](CC(=O)OC(C)(C)C)C/C=C\C[C@H](CC(=O)NCCO)C(=O)N1	?	-18%	9%	19%	7%	-4%	5%	11%	-9%
Cc1cc2nnc(SCC(=O)N3CCCCC3)n2c(N)n1	18%	-14%	-2%	7%	3%	-1%	7%	8%	-4%
CC(Oc1ccc(Br)cc1)c1nc2c3ccccc3nc(=S)n2[nH]1 (stereo not given)	?	-8%[0.307 µM]	?	?	-12%	2%	-9%	-1%[0.307 µM]	17%
O=C1[C@H]2CC3CCC2(O3)[C@@H]2OCCCN12 (stereo not given in full)	9%	8%	7%	1%	1%	-4%	2%	14%	2%
COc1ccc(C(=O)NCC2CCCO2)cc1 (stereo not given)	1%	7%[1.53 µM]	0%	-6%	0%	11%	-2%	2%	?
CC1/C(=C\c2ccc(Cl)cc2)C(=O)C2CC1C2(C)C (stereo not given)	26%	11%	0%	14%	16%	-2%	?	?	2%
Cc1ccccc1-n1c(-c2cccnc2)n[nH]c1=S	-11%	-8%	5%	19%	-3%	4%	-9%	0%	-9%
O=C(CCCN1C(=O)S/C(=C/C=C/c2ccccc2)C1=O)Nc1ccc(C(=O)O)cc1	-2%	-4%	-20%	-18%	-13%	1%	-1%	-5%	-6%
COc1ccccc1NC(=O)CC(=O)c1cccc([N+](=O)[O-])c1	14%	8%	1%	6%	6%	4%	0%	-3%	-4%
Cc1cc(/C=N/n2cnnc2)c(C)n1-c1cccc(Cl)c1	?	-17%	0%	-11%	-16%	-2%	10%	2%	-6%
O=C(COC(=O)CCC(=O)c1ccc(F)cc1)Nc1ccc2[nH]c(=O)[nH]c2c1	-2%	-13%	4%	-1%	10%	-21%	17%	-10%	-4%
O=C(NCC(=O)N1CCc2ccccc2C1)c1ccccc1Cl	2%	2%	15%	21%	21%	0%	21%	13%	-9%
COc1ccc(C(=O)OC(C)CN2CCN(C)CC2)cc1OC (stereo not given)	?	13%	-4%	5%	5%	5%	8%	-9%	-7%
C=CCN1C(=O)CSc2ccc(C(=O)NCc3cccs3)cc21	?	9%	3%	-3%	-13%	8%	5%	5%	11%
Cc1[nH]nc2c1C(C1CC=CCC1)C(C#N)=C(N)O2 (stereo not given)	-22%	-26%	?	?	?	-26%	10%	-12%	?
CC(C)C[C@@H]1NC(=O)[C@H](C(C)C)NC(=O)c2cc([N+](=O)[O-])cc(I)c2NCC[C@@H](C(N)=O)NC1=O	13%	?	?	14%	7%	-4%	-9%	-3%	-7%
CCOc1cc(C2c3c(oc4ccccc4c3=O)C(=O)N2c2nccs2)ccc1O (stereo not given)	-5%	5%	2%	0%	1%	8%	5%	18%	-18%
Cc1ccccc1N(C(=O)c1csnn1)C(C(=O)NC1CCCCC1)c1ccncc1 (stereo not given)	-27%	10%	0%	4%	-1%	13%	-8%	7%	-10%
COc1ccccc1-c1nnc(NC(=O)CCS(=O)(=O)c2ccc(F)cc2)o1	1%	-1%	2%	-16%	-18%	1%	13%	11%	nt
CCOC(=O)N1CCN(c2cc(N3CCOCC3)c(F)cc2[N+](=O)[O-])CC1	?	0%[0.307 µM]	3%	0%	0%	8%	?	-17%[0.307 µM]	-4%
CC(C)OC(=O)CC(=O)CSc1nc2c(cc1C#N)CCC2	9%	7%	13%	1%	-17%	-5%	14%	1%	10%
Cc1cc(NC(c2cccnc2)c2c(C)[nH]c3ccccc23)no1 (stereo not given)	0%	23%	-3%	0%	-2%	-5%	-4%	0%	4%
O=C(O)c1cccc(Nc2ccc([N+](=O)[O-])c3nonc23)c1	12%	?	0%	-1%	-6%	-1%	-10%	17%	14%
Cc1onc(C(=O)NN)c1-c1csc(COc2ccc(Cl)cc2)n1	-19%	-1%	?	-27%	-29%	9%	11µM*	-1%	0%[9.22 µM]
Cn1cnc2c(NCc3ccco3)ncnc21	2%&-17%	-11%	6%&0%	5%	4%	0%	22%	-10%	-44%[inhibitor]
Cc1ccc(OCc2cc(C(=O)NCCc3cccnc3)no2)cc1C	5%	-10%	-3%	?	?	8%	?	?	38%
CCCC(=O)N=c1sc2c(OC)ccc(OC)c2n1C	1%	1%	28%	29%	19%	10%	12%	-10%	2%
CCNC(=S)NNC(=O)c1c(Cl)c(C)nn1C	-1%	-2%	0%	-2%	8%	-2%	7%	10%	-1%
COc1cc(/C=C/c2nc3ccccc3c(=O)[nH]2)ccc1O	?	1%	5%	-30%	?	2%	12%	-6%	nt
Cn1c2c(c(=O)n(C)c1=O)CN(CCc1ccccc1)CN2	-3%	-3%	21%	10%	10%	8%	19%	3%	1%
CN1CCc2c(sc(NC(=O)C3CCCN3S(=O)(=O)c3ccc(Cl)s3)c2C(N)=O)C1 (stereo not given)	-2%	78%[activator]	1%	6%	1%	12%	-7%	-26%	?
COc1ccc(NC(=O)Cn2c(CCC(=O)O)ccc2-c2ccccc2)cc1	-2%	-1%	-1%	-3%	6%	-1%	2%	23%	-19%
CC(=O)c1ccc(OCC(=O)OCC(=O)NCc2ccco2)cc1	0%	6%	22%	15%	11%	0%	15%	11%	-5%
COc1cc(OC)cc(C(=O)NC(=S)N2CCCCC2c2cccnc2)c1 (stereo not given)	?	0%	0%	3%	11%	-1%	14%	-18%	?
COc1cc(/C=C/C(=O)N2CCC=CC2=O)cc(OC)c1OC	?	?	?	5.8µM*	4.1µM*	-10%	22µM*	?	?
CC(C)Oc1ccc(C(=O)Nc2ccc(N(C)C)cc2)cc1	0%	-3%	1%	?	-25%	-7%	1%	0%	3%
COc1cccc(OC)c1C(=O)Nc1cccc(-c2nc3ccccc3[nH]2)c1	?	1%	11%	-5%	-9%	11%	-22%	8%	4%
O=C(Nc1ccc(OC(F)(F)F)cc1)C1CCCCN1S(=O)(=O)c1ccccc1 (stereo not given)	?	0%	?	-20%	-1%	2%	28%	?	5%
Clc1ccc2c(c1)C(N1CCNCC1)=Nc1ccccc1O2	?	1%	0%	-12%	4%	13%&16%	?	3%	-14%
Cc1cccc(-n2c(N)cc(=O)[nH]c2=S)c1C	0%	-3%	7%	10%	15%	-11%	-19%	1%	-3%
COc1cc(OC)cc(C(=O)Nc2ccc(C(=O)c3ccncc3)cc2)c1	-5%	-20%	-11%	1%	-17%	1%	19%	-35%	5%
Cc1cccc(C(=O)Oc2ccccc2/C=N/NC(=O)c2ccc(NC(=O)C(C)(C)C)cc2)c1	?	12%	-16%	0%	4%	-1%	5%	-21%	2%
CCn1nnnc1SCC(=O)N1CCN(Cc2ccc3c(c2)OCCO3)CC1	0%	-8%	-7%	7%	9%	0%	-3%	5%	-1%
CCOC(=O)C1CCCNC1=O (stereo not given)	24%	3%	3%	14%	6%	1%	12%	8%	-16%
COc1ccccc1OCc1nc(C#N)c(NCCCn2ccnc2)o1	-64%	-12%	-23%	-2%	1%	-4%	-10%	10%	-6%
O=C(NCC1CC1)c1ccc2c(c1)S(=O)(=O)c1cc(Cl)ccc1C2=O	23%	-4%	17%	1%	0%	3%	4%	8%	22%
CCC(C)NC(=O)CCSc1nc(-c2ccc(OC)cc2)cc(C(F)(F)F)n1 (stereo not given)	?	-12%	-11%	nt	nt	1%	30%	?	nt
Cc1ccc(N2C(N)=C(C#N)C(c3cc(CN4CCOCC4)cs3)C3=C2CC(C)(C)CC3=O)cc1 (stereo not given)	-24%	-7%	7%	20%	7%	1%	6%	2%	0%
C/C(=N\NC(=O)c1cccc2ccccc12)c1ccccn1	1%	?	?	?	?	2%	-4%	?	?
CCc1cc(OCCCCNCc2ccccc2)ccc1Cl	?	?	?	23µM*	?	-7%	-18%	?	?
Cc1ccc(C(=O)NCC(=O)OCC(=O)c2ccc(Br)s2)cc1	5%	-2%	3%	-10%	-11%	-9%	-5%	-7%	0%
COc1cc(CN2CCc3nc(N4CCN(c5ncccn5)CC4)ncc3C2)cc(OC)c1OC	6.5µM*	-2%	?	nt	nt	nt	10%	-23%	nt
O=C(CN1C(=O)NC2(CCCCCC2)C1=O)NC1CCCCCCC1	-9%	-3%	9%	-1%	-4%	5%	0%	2%	0%
C[C@H](CO)NC(=O)c1nc[nH]c1C(=O)N[C@@H](C)c1ccccc1	-8%	3%	5%	0%	1%	5%	0%	7%	nt
Clc1ccccc1-c1ccc2nccn2c1	0%	2%	0%	20%	13%	16%	16%	17%	nt
Cc1nn(C)c2c1c(C(F)(F)F)cc(=O)n2CC(=O)Nc1ccc(F)cc1F	-5%	22%	11%	nt	nt	nt	11%	12%	nt
